Keap1 Nrf2 FP = Keap1-Nrf2 protein-protein interaction inhibitors, primary screen, biochemical, fluorescence polarization, single point; Kelch-like ECH-associated protein 1 (Homo sapiens), Q14145; Keap1 Kelch-Nrf2 peptide fluorescence polarization, 1536-well; inhibition, % at 9.4 µM; 340,000 compounds, 0.15% hits; AID 504523, 2011; in the data active = inhibition above about 12%; inconclusive = no clear call, values can overlap the other calls; inactive = below about 7.3%;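 also: human Keap1 Kelch domain with fluorescein labeled Nrf2 9mer peptide probe; 0% = neutral control wells and 100% = peptide positive control; higher means more block of Keap1 binding to Nrf2 peptide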
RTF Ca sens act = cardiac RTF calcium sensitivity activators, primary screen, biochemical, IANBD-TnC fluorescence, EC20 calcium | Troponin I, cardiac muscle (Homo sapiens) + Troponin T, cardiac muscle (Homo sapiens) + … | IANBD-labeled TnC RTF fluorescence at EC20 calcium; 0% EC20 calcium, 100% full calcium | activation, % at 7.2 µM | 340,000 compounds, 0.24% hits | AID 493008, 2010;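 active = activation above the mean over all tested compounds plus 3 SD, cut at about 30% in these data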;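 also: rise in fluorescence read as greater calcium sensitivity of cardiac thin filaments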
OPRM1-OPRD1 ag = agonists of OPRM1-OPRD1 heterodimerization, primary screen, cell-based, luminescence | Mu-type opioid receptor (Homo sapiens) + Delta-type opioid receptor (Homo sapiens), … | cells | activation, % at 9.3 µM | 340,000 compounds, 0.3% hits; in the data active = activation above about 18%;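 also: 0% = vehicle-treated cells and 100% = reference agonist; values of inactives mirror those of a sister screen read the other way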
V-ATPase pHluor = regulators of yeast V-ATPase proton pumping, primary screen, pHLuorin cytosolic pH fluorescence; 350,000 compounds, 0.37% hits; S. cerevisiae; AID 504577, 2011; response, % at 10 µM; in the data active = response mostly above about 7.3%, no sharp cut-off; inactive = mostly below about 5.4%; also: actives read high; inactives centre near 0; some compounds called inactive have numbers as strong as hits; reference of the scale not given here
RTF Ca sens inh = cardiac RTF calcium sensitivity inhibitors, primary screen, biochemical, IANBD-TnC fluorescence, EC70 calcium. IANBD-labeled cardiac RTF, Ca2+ fluorescence. inhibition, % at 7.15 µM. 340,000 compounds, 0.12% hits. AID 493244, 2011;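 active = inhibition above the mean inhibition of all tested compounds plus 3 SD, cut at about 17% in these data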;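 also: assay run at fixed EC70 calcium of 1.6 mM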
LANA DNA inh = inhibitors of KSHV C-LANA binding to DNA, primary screen, biochemical, fluorescence polarization, FAM-LBS DNA, MBP-C-LANA, single point; Kaposi's sarcoma herpesvirus LANA C-terminal domain (residues 932-1162) DNA binding; inhibition, % at 9 µM; 340,000 compounds, 0.078% hits; AID 504423, 2011;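 active = highest replicate inhibition at or above 60% at 9 µM, even if other replicates fall short; inactive = all replicates below 60% inhibition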;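 also: 0% = neutral control wells and 100% = 4 µM acridine orange control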
OPRM1-OPRD1 inv = inverse agonists of MOR-DOR heterodimerization, primary screen, cell-based, luminescence; cell-based MOR-DOR heterodimer luminescence, inverse agonism; inhibition, % at 9.3 µM; 340,000 compounds, 0.21% hits; AID 504357, 2011; in the data active = inhibition above about 22%, passing the limit was not always enough;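 also: 0% = cells with DMSO and 100% = wells without cells with DMSO; values of inactives mirror those of a sister screen read the other way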
Wnt act = Wnt/beta-catenin pathway activators, primary screen, cell-based, plate reader, single point | Wnt/beta-catenin reporter cell assay, activator | activation, % at 9.35 µM | 300,000 compounds, 1.2% hits | AID 743398, 2014; in the data active = activation above about 30%, passing the limit was not always enough; inconclusive = no clear call, values can overlap the other calls;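 also: 0% = neutral control wells and 100% = positive control wells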
DSG3 Ab inh = inhibitors of pemphigus antibody binding to DSG3, primary screen, biochemical, bead-based, flow cytometry, scFv-GFP | DSG3-coupled beads, scFv-anti-DSG3-GFP binding; hits give low values | binding (percent of control), % at 10 µM | 310,000 compounds, 0.48% hits | AID 588358, 2011;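 active = binding more than 3 SD below its plate's average and above zero; inconclusive = below that plate limit but binding exactly zero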;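 also: hits lower antibody fragment binding to DSG3; some compounds called inactive have numbers as strong as hits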
Target sequence (P32926 whole entry, looked up, the tested form may be a part): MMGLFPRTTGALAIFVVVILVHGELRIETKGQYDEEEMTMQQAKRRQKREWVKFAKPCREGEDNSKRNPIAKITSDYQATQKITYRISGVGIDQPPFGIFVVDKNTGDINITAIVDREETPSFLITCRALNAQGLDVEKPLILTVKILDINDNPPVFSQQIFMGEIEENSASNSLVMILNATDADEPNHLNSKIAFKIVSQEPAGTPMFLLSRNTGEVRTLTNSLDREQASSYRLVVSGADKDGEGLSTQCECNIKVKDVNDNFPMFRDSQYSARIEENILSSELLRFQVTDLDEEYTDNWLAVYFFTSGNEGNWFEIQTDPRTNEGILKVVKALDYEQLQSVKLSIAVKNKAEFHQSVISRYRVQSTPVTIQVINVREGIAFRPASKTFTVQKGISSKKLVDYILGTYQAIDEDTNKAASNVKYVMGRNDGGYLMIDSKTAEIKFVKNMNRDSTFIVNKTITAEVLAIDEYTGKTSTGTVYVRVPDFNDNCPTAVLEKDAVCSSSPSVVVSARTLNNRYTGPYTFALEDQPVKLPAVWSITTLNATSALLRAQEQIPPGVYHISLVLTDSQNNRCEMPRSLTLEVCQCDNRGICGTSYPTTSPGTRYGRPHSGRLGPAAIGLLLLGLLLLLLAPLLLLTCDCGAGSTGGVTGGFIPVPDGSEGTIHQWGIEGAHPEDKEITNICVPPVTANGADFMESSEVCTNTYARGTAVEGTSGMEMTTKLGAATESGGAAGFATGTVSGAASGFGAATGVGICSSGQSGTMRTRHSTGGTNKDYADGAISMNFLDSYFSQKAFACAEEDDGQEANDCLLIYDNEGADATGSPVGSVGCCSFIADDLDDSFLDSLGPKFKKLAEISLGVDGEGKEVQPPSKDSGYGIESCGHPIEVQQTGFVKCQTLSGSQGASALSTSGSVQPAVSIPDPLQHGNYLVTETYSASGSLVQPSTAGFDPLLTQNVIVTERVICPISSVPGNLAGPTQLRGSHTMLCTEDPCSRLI
Arrestin-AP2 inh = inhibitors of beta-arrestin/AP2 binding, primary screen, biochemical, GPCR trafficking, flow cytometry; FITC-arrestin peptide / GST-AP2 beads; AP2 beta2 appendage carries R879A mutation; 340,000 compounds, 0.31% hits; AID 504490, 2011; inhibition, % at 10 µM; beta-arrestin 1 C-terminal peptide binding to AP2 beta2-adaptin appendage (human);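 active = inhibition above a set limit, near 3 SD of compounds lacking own fluorescence, cut at about 54% in these data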;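 also: plate controls were DMSO wells for no effect and 5 µM unlabelled arrestin peptide for full effect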
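System: GST-AP2 R879A glutathione beads | Also added: FITC-arrestin peptide, 50 nM | Times: 12 min plus 1 h, RT | Signal: Bead flow cytometry, FITC channel | Buffer or medium: PBS with 0.05% Tween 20 and 0.1% BSA | Read-out basis: Percent drop in bead-associated FITC signal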
* hit, by the source's call; i = inactive; u = inconclusive; x = no result given.

no.	DSG3 Ab inh	RTF Ca sens inh	OPRM1-OPRD1 inv	V-ATPase pHluor	RTF Ca sens act	Wnt act	Arrestin-AP2 inh	LANA DNA inh	Keap1 Nrf2 FP	compound	OPRM1-OPRD1 ag
1	108	-9	5	6	2	0	-6	-0.6	-7	CCOC(=O)COc1ccc(/C=C2/SC(=Nc3ccccc3)N(Cc3cccnc3)C2=O)cc1OC	-0.9
2	114	6	8	2	-8	0	18	-0.3	-1	Cc1nc(NC(=O)CN2CCN(c3cccc(Cl)c3)CC2)sc1C(=O)N(C)C	-1.6
3	101	-10	-32	-5	9	-2	0	0.2	-9	O=S(=O)(CC(CN1CCCCC1)N1CCCCC1)c1ccc2ccccc2c1 (centres undefined)	5.8
4	x	6	17	-3	-4	-3	19	3.5	3	C=CCNC(=S)N/N=C(\C)c1cc(OC)c(OC)c(OC)c1	-3.3
5	89	4	7	3	-1	-4	22	2.1	-3	O=C(COc1ccccc1Cc1ccccc1)Nc1cccc(S(=O)(=O)N2CCOCC2)c1	-1.7
6	103	3	12	-3	2	x	40	2.1	-4	O=C1C=C(N2CCN(C(=O)c3ccccc3)CC2)C2(CCCCC2)O1	-2.0
7	101	-28	15	1	-3	x	-4	0.3	-4	Fc1ccc(NC(=S)N2CCN(c3ncccn3)CC2)cc1	-3.3
8	90	0	-3	1	3	-15	-6	-1.9	-2	Cc1nnc(Nc2ccc(O)cc2)[nH]c1=O	0.6
9	100	-6	12	-3	7	1	-19	1.1	-2	Cc1ccc(S(=O)(=O)CC(=O)Nc2ccc3nc(C)sc3c2)cc1	-2.2
10	110	-3	8	2	-1	x	8	0.1	-2	COc1cc(/C=N/NC(=O)CNC(=O)c2ccc3c(c2)OCCO3)ccc1O	-1.4
11	103	11	-34	-1	-6	-7	20	0.6	-1	CCN(CC)c1ccc(C(=O)OCC(=O)Nc2ccccc2-c2ccccc2)cc1	4.9
12	100	2	6	-2	-8	-4	0	0.3	3	CCn1c(CNC(=O)COc2ccc(C(C)C)cc2)nnc1SCC(=O)Nc1ccccc1	-1.1
13	120	12	-16	-2	-4	x	-6	-0.2	-4	N#Cc1cc(-c2ccccc2)nc(Oc2ccc(Cl)cc2)n1	2.8
14	104	-18	8	1	5	x	18	-0.6	-2	CCC(C)NS(=O)(=O)c1ccc(OCC(=O)NCc2ccco2)cc1 (centres undefined)	-1.4
15	113	-3	3	0	-8	-1	-2	0.7	-1	COC(=O)C1=C(CCc2ccccc2)NC(=O)NC1c1ccc(Cl)cc1 (centres undefined)	-0.6
16	104	-4	-12	0	-1	-3	3	0.8	-1	Cc1cccc(-c2noc(CN(C)S(=O)(=O)c3cc(Cl)ccc3Cl)n2)c1	2.4
17	121	-3	11	-2	-2	-2	-3	-0.3	-3	Cc1ccccc1NC(=O)Cc1nc(COC(=O)/C=C/c2ccccc2)cs1	-2.2
18	94	-16	-17	-1	-5	-2	42	-0.1	0	CC(C)CCOP(=O)(c1ccc(N(C)C)cc1)C(O)c1ccc(C(C)C)cc1 (centres undefined)	3.8
19	x	6	-1	-2	0	1	-5	2.7	-6	N#Cc1c(NC(=O)COC(=O)c2ccc(O)cc2O)sc2c1CCC2	0.3
20	120	-18	-2	0	6	-3	13	0.4	-1	CCc1ccccc1NC(=O)COc1cccc(-n2cnnn2)c1	0.2
21	103	-8	-2	-2	6	0	20	-1.0	5	CC1CCCN(C(=O)C(Cc2ccccc2)n2cccc2)C1 (centres undefined)	0.4
22	99	2	24	-3	-1	x	7	2.6	-2	O=C(O)CCn1c2c(c3ccccc31)CCCC2	-5.6
23	x	-5	14	-2	-3	0	-12	-1.3	-1	NC(=O)c1cc(S(=O)(=O)N2CCOCC2)cs1	-2.8
24	119	-10	-19	-3	-5	0	31	-0.1	-1	Cc1cccc(NC(=O)CSc2ncnc3sc(C)cc23)c1	2.4
25	93	-5	11	0	2	-1	-7	2.7	3	Cc1nn(C)c(C)c1S(=O)(=O)N1CCC(CO)(CC2CCCCO2)CC1 (centres undefined)	-2.2
26	x	-8	-13	-2	2	9	4	6.2	-1	CCN1C(=O)/C(=C/c2nc3ccccc3c(=O)[nH]2)c2ccccc21	2.8
27	106	-18	10	-3	6	-3	-4	0.9	0	Nc1nc2n(n1)C(c1ccco1)CC(c1ccc(F)cc1)N2 (centres undefined)	-2.0
28	104	-19	10	2	1	-1	-2	2.2	-4	CC1CC(C)CN(CCCNC(=O)c2c(O)nc3ccccn3c2=O)C1 (centres undefined)	-1.6
29	97	-2	-9	0	5	x	0	0.3	-2	CC1CCN(CC(=O)NCc2ccccc2)CC1	1.7
30	107	0	6	-4	3	0	26	0.4	1	Cc1oc(-c2ccccc2F)nc1CS(=O)(=O)CC(=O)NC(C)CCc1ccccc1 (centres undefined)	-1.2
31	100	-10	15	-1	-2	x	2	-0.6	4	COC(=O)C1=C(C)Nc2c(c(=O)n(C)c(=O)n2C)C1c1ccc(Cl)cc1 (centres undefined)	-3.3
32	113	-4	-10	-1	-4	-2	-1	2.0	-1	CCC1CSC(Nc2ccc(C(=O)/C=C/c3ccc(OC)c(OC)c3)cc2)=N1 (centres undefined)	1.9
33	98	-17	14	-2	-1	-1	3	-2.2	-6	CCCc1cc(=O)[nH]c(SCC(=O)Nc2sc3c(c2C(N)=O)CCCC3)n1	-3.2
34	103	-4	2	1	5	x	10	-1.5	-6	CCn1c(SCC(=O)Nc2nc(-c3ccccc3)cs2)nc2c1c(=O)n(C)c(=O)n2C	-0.4
35	94	-3	2	-2	0	x	1	0.2	0	Cc1ccc2sc3ccc(NC(=O)c4ccccc4Cl)cc3c(=O)c2c1	-0.4
36	x	3	8	0	-5	0	-13	-1.3	-3	CCOC(=O)N1CCN(Cc2nc3cc(NC(=O)c4cccs4)ccc3n2C)CC1	-1.6
37	100	-22	-1	0	5	x	16	1.2	-3	CCN1C(=S)SC(=O)C1=C1C=C(C)N(CCO)C(C)=C1	0.1
38	105	-4	21	4	-2	2	-11	1.4	-1	NC(=O)CC(NC(=O)Cc1cccc2ccccc12)c1ccc(NCC2CC2)c([N+](=O)[O-])c1 (centres undefined)	-3.7
39	128	2	i	0	0	0	7	-1.0	-1	CCN(Cc1ccccc1)S(=O)(=O)c1ccc(C(=O)N(CCCN(C)C)c2nc3ccc(F)cc3s2)cc1	412*
40	107	-3	-1	1	1	-1	-8	-0.4	2	Cc1cccc(NC(=S)N(CCCN2CCCC2)Cc2cccn2Cc2ccc(Cl)cc2)c1	0.1
41	102	-2	5	0	1	0	-9	-4.1	-3	CC1CCCCC1NC(=O)CNC(=O)c1cccs1 (centres undefined)	-0.8
42	107	-7	-318	7	1	x	-1	-0.5	-2	COc1ccc(C2/C=C\CN(C(=O)Nc3ccc(C(F)(F)F)cc3)CC(=O)N2Cc2ccc(F)cc2)cc1 (centres undefined)	58*
43	111	-13	0	-3	0	29	6	-2.0	-3	CCC(CO)Oc1cc(NCc2ccc(F)cc2)c2ncn(C(C)C)c2c1 (centres undefined)	0.0
44	x	-1	5	1	-8	-3	-7	-0.7	-3	CC1CC(C)CN(C(=O)Cn2ncc3c([nH]c4ccccc43)c2=O)C1 (centres undefined)	-0.9
45	112	-4	-3	5	10	43*	-5	0.4	-7	O/C(=C\c1ccc2ccccc2n1)c1ccc(O)cc1O	0.6
46	104	-11	11	2	-8	2	-14	-0.9	-1	O=C(NC1CC1)c1ccc(NC(=O)C2CCCCC2)cc1	-2.4
47	102	-1	17	1	4	4	1	-1.6	0	CCN(CC)C(=O)CN(C#N)c1nc(Cl)nc(N(C)C)n1	-3.3
48	x	-1	14	4	-1	u	-7	0.8	-2	c1ccc2oc(NC3=NCN(CC4CCCO4)CN3)nc2c1 (centres undefined)	-2.2
49	x	10	8	-3	-3	1	-2	2.6	2	COc1cccc(CNC(=O)CCC2CCCN(C(=O)c3ccc(F)c(Cl)c3)C2)c1 (centres undefined)	-1.4
50	100	-10	10	0	0	1	0	0.7	3	CCOCCCNC(=O)c1c[nH]c2c(CC)cccc2c1=O	-2.0

Reprinted at random: 4 entries already listed
no.	DSG3 Ab inh	RTF Ca sens inh	OPRM1-OPRD1 inv	V-ATPase pHluor	RTF Ca sens act	Wnt act	Arrestin-AP2 inh	LANA DNA inh	Keap1 Nrf2 FP	compound	OPRM1-OPRD1 ag
46	104	-11	11	2	-8	2	-14	-0.9	-1	O=C(NC1CC1)c1ccc(NC(=O)C2CCCCC2)cc1	-2.4
50	100	-10	10	0	0	1	0	0.7	3	CCOCCCNC(=O)c1c[nH]c2c(CC)cccc2c1=O	-2.0
47	102	-1	17	1	4	4	1	-1.6	0	CCN(CC)C(=O)CN(C#N)c1nc(Cl)nc(N(C)C)n1	-3.3
49	x	10	8	-3	-3	1	-2	2.6	2	COc1cccc(CNC(=O)CCC2CCCN(C(=O)c3ccc(F)c(Cl)c3)C2)c1 (centres undefined)	-1.4

Assay outcomes as filed in PubChem BioAssay.
